IL-2 act: qHTS of IL-2 Activators; IL-2 activation reporter assay, cell-based qHTS; stimulated with anti-CD3/CD4/CD28 beads; in transgenic mouse T cells; activation, % (series mostly up to about 46 µM); 360,000 compounds, 0.065% hits; in the data active = activation above about 50%; inconclusive = mostly about 30% to 49%; also: 0% is about no effect
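Screening format: compound pinned onto unstimulated transgenic mouse T cells, 60 min incubation, then anti-CD3/anti-CD4/anti-CD28 bead stimulation for 18 hours at 37 degrees C, followed by EGFP and DsRed detection.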
GLP1R cytotox: qHTS of GLP-1 Receptor Inverse Agonists: Cytotox Screen; 410,000 compounds, 0.13% hits; HEK293 cAMP-luciferase reporter cells, luminescence, 24 h; Potency, µM (series often up to 38.3 µM), for inactives: top-dose activity change, negative = inhibition, most hits filed as inhibitors;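 also: loss of luciferase light is scored as toxicity; potency is read from the fitted curve at half-maximal effect; % is scaled to controls: 0 for no effect and ±100 for the full control effect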
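Compound-treated cells are incubated 24 hr at 37 deg C under 5% CO2 after a 12 hour attachment period, then luciferase detection reagent is added and luminescence is measured following 12 min at room temperature; lowered signal indicates toxicity.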
PI5P4K alpha inh: qHTS for Inhibitors of phosphatidylinositol 5-phosphate 4-kinase (PI5P4K) | Phosphatidylinositol 5-phosphate 4-kinase type-2 alpha (Homo sapiens), P48426 | PI5P4Kalpha enzyme, ADP-Glo luminescence, 60 min; stronger effect = lower value | max response, % | 330,000 compounds, 1.2% hits | AID 652105, 2013; active = max response of -50% or lower; inconclusive = between -30% and -50%; inactive = -30% or higher; also: value at the top dose of about 77 µM; % is scaled to controls: 0 for no effect and ±100 for the full control effect
Target sequence (P48426 whole entry, looked up): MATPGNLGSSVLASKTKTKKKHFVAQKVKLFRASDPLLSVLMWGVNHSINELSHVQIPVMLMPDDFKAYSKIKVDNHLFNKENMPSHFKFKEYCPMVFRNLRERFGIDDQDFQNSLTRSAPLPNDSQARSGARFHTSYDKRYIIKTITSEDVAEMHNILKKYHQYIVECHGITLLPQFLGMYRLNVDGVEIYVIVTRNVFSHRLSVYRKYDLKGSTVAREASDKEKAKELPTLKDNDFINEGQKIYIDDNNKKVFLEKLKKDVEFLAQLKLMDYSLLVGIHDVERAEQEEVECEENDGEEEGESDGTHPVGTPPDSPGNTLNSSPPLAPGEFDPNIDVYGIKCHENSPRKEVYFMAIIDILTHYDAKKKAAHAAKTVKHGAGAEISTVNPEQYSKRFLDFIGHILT
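PI5P4Kalpha ADP-Glo assay; 5 microM ATP final; 60 min RT reaction; HEPES pH 7.4/EGTA/CHAPS, 5% DMSO; controls lacking substrate or enzyme; luminescent end-point.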
WRN inhibitor: qHTS for Inhibitors of WRN Helicase; 360,000 compounds, 0.46% hits; Potency, µM (titrated, usually from 114 µM), without a hit: top-dose activity change, negative = inhibition, actives largely listed as inhibitors; Bifunctional 3'-5' exonuclease/ATP-dependent helicase WRN (Homo sapiens), Q14191; WRN helicase unwinding, fluorescent forked duplex, kinetic; also: potency is read from the fitted curve at half-maximal effect; % is scaled to controls: 0 for no effect and ±100 for the full control effect; nearly all actives have a fitted effect of over 55% in size
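Fluorescence dequenching readout, ex 525 nm/em 598 nm, kinetic mode: forked duplex DNA (100 nM final) with adjacent fluorophore and quencher unwound by WRN (20 nM final) with 2 mM ATP. Compound preincubation 15 min, room temperature.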
D3 antag: qHTS of D3 Dopamine Receptor Antagonist: qHTS. AID 652054, 2013. max response, negative = inhibition, %. D3R cells, DiscoveRx beta-arrestin luminescence, antagonist mode; stronger effect = lower value. D(3) dopamine receptor (Homo sapiens), P35462. 360,000 compounds, 2.5% hits; in the data active = max response below about -50%; inconclusive = no clear call, values can overlap the other calls; also: % is scaled to controls: 0 for no effect and ±100 for the full control effect; mostly tested at two doses, the higher about 12 µM
Target sequence (P35462 whole entry, looked up): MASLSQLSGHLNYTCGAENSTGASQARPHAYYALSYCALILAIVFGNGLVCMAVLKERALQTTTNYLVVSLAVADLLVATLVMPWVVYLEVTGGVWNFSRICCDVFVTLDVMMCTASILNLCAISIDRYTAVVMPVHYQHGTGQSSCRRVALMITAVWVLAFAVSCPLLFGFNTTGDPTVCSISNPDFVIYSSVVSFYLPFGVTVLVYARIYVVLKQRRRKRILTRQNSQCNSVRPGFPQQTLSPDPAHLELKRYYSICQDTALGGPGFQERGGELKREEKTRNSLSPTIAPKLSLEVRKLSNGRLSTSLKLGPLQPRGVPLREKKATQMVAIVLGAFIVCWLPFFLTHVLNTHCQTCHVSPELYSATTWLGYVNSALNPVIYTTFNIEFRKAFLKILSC
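Cells plated overnight at 1500 cells/well, then exposed to library compounds with dopamine controls for 90 minutes at 37 degrees C. DiscoveRx reagent added for 30–60 minutes at room temperature; luminescence read, quantitative HTS format.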
GLP1R inv ag: qHTS of GLP-1 Receptor Inverse Agonists (Inhibition Mode); Glucagon-like peptide 1 receptor (Homo sapiens), P43220; HEK293 GLP-1R CRE-luciferase, luminescence, 24 h; GLP-1R form is constitutively active; Potency, µM (series often up to 38.3 µM), for inactives: at the highest dose activity change, negative = inhibition, actives largely listed as inhibitors; 410,000 compounds, 1.6% hits; also: potency is read from the fitted curve at half-maximal effect; % is scaled to controls: 0 for no effect and ±100 for the full control effect; nearly all actives have a fitted effect of over 55% in size
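Inverse agonism was detected as reduced cAMP-driven luciferase luminescence after 24 h compound treatment. The cells were HEK293 clones expressing constitutively active human GLP-1R with the reporter. Reporter-only and GPR119 cell lines served as counterscreen controls.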
GLP1R ag: qHTS of GLP-1 Receptor Agonists | AID 624172, 2012 | HEK293 GLP-1R CRE-luciferase, luminescence, 4-6 h; cells express a hypersensitive GLP-1R form | 380,000 compounds, 0.007% hits | Potency, µM (highest dose often 45.6 µM), without a hit: at the top dose activation, hits mostly activators | Glucagon-like peptide 1 receptor (Homo sapiens), P43220; also: potency is read from the fitted curve at half-maximal effect; % of control where 0% means no effect
PLK1 PBD inh: qHTS for Inhibitors of PLK1-PDB (polo-like kinase 1 - polo-box domain): Primary Screen; Potency, µM, inactives show max response, negative = inhibition, usual class: inhibitors; Serine/threonine-protein kinase PLK1 (Homo sapiens), P53350; 360,000 compounds, 2.8% hits; Plk1 PBD binding of FITC phosphopeptide, fluorescence polarization; AID 720504, 2013; also: potency is read from the fitted curve at half-maximal effect; series mostly up to about 57 µM; % is scaled to controls: 0 for no effect and ±100 for the full control effect; nearly all actives have a fitted effect of over 65% in size
DRD3 agonist: qHTS of D3 Dopamine Receptor Agonist: qHTS | AID 652048, 2013 | D(3) dopamine receptor (Homo sapiens), P35462 | max activation, % | 410,000 compounds, 0.58% hits | D3R DiscoveRx beta-arrestin cells, luminescence, 90 min; in the data active = max activation above about 30%; also: 0% is about no effect; mostly tested at two doses, the higher about 12 µM
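Agonist-mode cell screen: cells plated at 1500/well and incubated overnight at 37 °C, then exposed to library compounds for 90 min at 37 °C. Detection reagent was added for 30–60 min at room temperature, and luminescence was read.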
* marks the source's active call; other numbers are inactive results; [ ] = remark or other dose. Unless noted, calls follow the shape of the dose curve; as a rule, active = well fitted curve in the direction sought with a large enough effect; inconclusive = small, poorly fitted or top-dose-only effect, or another doubt; inactive = no such curve, though single readings can be large; an effect the other way counts as inactive or inconclusive.

COc1ccc2oc(=O)c(C(=O)NCCc3c(C)[nH]c4c(Cl)cccc34)cc2c1 was read as GLP1R cytotox 1.4%, GLP1R inv ag 13.2%, GLP1R ag -1.8% and DRD3 agonist 5.2.
For CCN(CC(=O)Nc1sc2c(c1C#N)CCC(C)C2)Cc1nc2ccccc2c(=O)[nH]1 (stereo not drawn) the results were IL-2 act -0.6, GLP1R cytotox -13.2%, PI5P4K alpha inh -3.0, WRN inhibitor -9.9%, D3 antag 33.0, GLP1R inv ag 22.1%, GLP1R ag 13.1%, PLK1 PBD inh -6.6% and DRD3 agonist 20.9.
For CN(C)c1ccc2nc3c(=O)[nH]c(=O)nc-3n(CC(O)C(O)C(O)CO)c2c1 (stereo not drawn) the results were IL-2 act -4.0, GLP1R cytotox -20.1%, PI5P4K alpha inh -29.2, WRN inhibitor 2.99µM*, D3 antag inconclusive, GLP1R inv ag -7.4%, GLP1R ag -0.3%, PLK1 PBD inh -1.3% and DRD3 agonist -15.7.
Screening Cc1cccc(NC(=O)[C@@H]2CCCN2S(=O)(=O)c2ccc(Cl)cc2)c1 returned IL-2 act 1.0, GLP1R cytotox 1.5%, PI5P4K alpha inh 2.0, WRN inhibitor 4.4%, D3 antag 5.8, GLP1R inv ag inconclusive, GLP1R ag -6.1%, PLK1 PBD inh -2.9% and DRD3 agonist -19.0.
Screening Cc1ccc(S(=O)(=O)CCC(=O)Nc2sccc2C#N)cc1 returned IL-2 act -0.4, GLP1R cytotox -6.8%, PI5P4K alpha inh 1.6, WRN inhibitor -5.8%, D3 antag -20.4, GLP1R inv ag 23.6%, GLP1R ag 3.9%, PLK1 PBD inh -11.2% and DRD3 agonist -6.1.
CS(=O)(=O)NCc1ccc(C(=O)O)cc1 was read as IL-2 act -0.5, GLP1R cytotox 4.2%, PI5P4K alpha inh -2.2, WRN inhibitor -4.6%[57.1 µM], D3 antag 10.5, GLP1R inv ag 30.7%, GLP1R ag 0.3%, PLK1 PBD inh -7.5% and DRD3 agonist 4.2.
Screening O=C(CN1C(=O)c2ccccc2S1(=O)=O)Nc1ccccc1C(=O)NCc1ccco1 returned IL-2 act -3.7, GLP1R cytotox -3.7%, PI5P4K alpha inh -4.0, WRN inhibitor -2.8%, D3 antag 0.0, GLP1R inv ag -13.1%, GLP1R ag -9.2%, PLK1 PBD inh 0.3% and DRD3 agonist 2.8.
For C[N+]1(CC(=O)Nc2ccccc2Cl)CCN(C(=O)c2cccs2)CC1 the results were IL-2 act -2.6, GLP1R cytotox -19.1%, PI5P4K alpha inh -4.0, WRN inhibitor 7.4%, D3 antag -9.0, GLP1R inv ag inconclusive, GLP1R ag 3.4%, PLK1 PBD inh -5.4% and DRD3 agonist -4.9.
`O=C(NCc1ccccc1)N1CCNCC1` gave IL-2 act 0.4, GLP1R cytotox -6.6%, PI5P4K alpha inh 0.1, WRN inhibitor 10.5%, D3 antag -3.1, GLP1R inv ag -5.6%, GLP1R ag -2.7%, PLK1 PBD inh -6.1% and DRD3 agonist -2.1.
For CN(Cc1ccccc1)C(=O)CSc1nc2ccccc2[nH]1 the results were IL-2 act -1.6, GLP1R cytotox 12.1%, PI5P4K alpha inh 0.5, WRN inhibitor -14.4%, D3 antag -14.4, GLP1R inv ag -2.6%, GLP1R ag 17.4%, PLK1 PBD inh -0.6% and DRD3 agonist -4.6.
`COc1cc2ccccc2cc1C(=O)N1CCc2ccccc21` gave IL-2 act -0.4, GLP1R cytotox inconclusive, PI5P4K alpha inh 8.9, WRN inhibitor -35.2%, D3 antag 1.3, GLP1R inv ag 7.94µM*, GLP1R ag 2.2%, PLK1 PBD inh -12.7% and DRD3 agonist -5.5.
`c1ccc(NC2=NCCN2CC2CCCC2)cc1` gave IL-2 act -0.1, GLP1R cytotox -4.7%, PI5P4K alpha inh 0.2, WRN inhibitor -9.7%, D3 antag 3.6, GLP1R inv ag 2.8%, GLP1R ag 6.1%, PLK1 PBD inh -8.2% and DRD3 agonist -3.6.

Retrieved by structure from the entries so far:
`c1ccc(NC2=NCCN2CC2CCCC2)cc1` gave IL-2 act -0.1, GLP1R cytotox -4.7%, PI5P4K alpha inh 0.2, WRN inhibitor -9.7%, D3 antag 3.6, GLP1R inv ag 2.8%, GLP1R ag 6.1%, PLK1 PBD inh -8.2% and DRD3 agonist -3.6.
For C[N+]1(CC(=O)Nc2ccccc2Cl)CCN(C(=O)c2cccs2)CC1 the results were IL-2 act -2.6, GLP1R cytotox -19.1%, PI5P4K alpha inh -4.0, WRN inhibitor 7.4%, D3 antag -9.0, GLP1R inv ag inconclusive, GLP1R ag 3.4%, PLK1 PBD inh -5.4% and DRD3 agonist -4.9.

More compounds
`O=C1NC(Cc2ccc(O)cc2)c2nc3ccc(F)cc3c(=O)n2-c2ncccc21` (stereo not drawn) gave IL-2 act -2.9, GLP1R cytotox 1.6%, PI5P4K alpha inh -4.6, WRN inhibitor 6.9%, D3 antag 0.0, GLP1R inv ag 18.1%, GLP1R ag -1.0%, PLK1 PBD inh 2.7% and DRD3 agonist -15.1.
O=C(Cc1ccccc1)Nc1cccc(C(=O)O)c1O was read as IL-2 act -0.9, GLP1R cytotox 6.6%, PI5P4K alpha inh inconclusive, WRN inhibitor 4.8%, D3 antag -4.0, GLP1R inv ag 30.3%[activator], GLP1R ag 6.1%, PLK1 PBD inh -17.6% and DRD3 agonist -1.9.
Cc1ccc(N(Cc2cc3cc(C)ccc3[nH]c2=O)C(=O)c2cccs2)cc1 was read as IL-2 act 1.1, GLP1R cytotox 5.3%, PI5P4K alpha inh 2.5, WRN inhibitor 10.5%, D3 antag 8.3, GLP1R inv ag 19.3%, GLP1R ag 2.9%, PLK1 PBD inh 0.0% and DRD3 agonist 4.1.
O=C(NCc1cccs1)C(=O)c1cn(CC(=O)N2CCOCC2)c2ccccc12 was read as IL-2 act -0.8, GLP1R cytotox 3.7%, PI5P4K alpha inh -2.1, WRN inhibitor -5.9%, D3 antag 1.8, GLP1R inv ag 8.7%, GLP1R ag 11.1%, PLK1 PBD inh -6.0% and DRD3 agonist -4.0.
For O=C(/C=C/c1ccccc1)c1c[nH]c2ccccc12 the results were IL-2 act -0.2, GLP1R cytotox 2.2%, PI5P4K alpha inh 9.8, WRN inhibitor -8.3%, D3 antag inconclusive, GLP1R inv ag 9.8%, GLP1R ag -0.2%, PLK1 PBD inh -20.6% and DRD3 agonist -8.8.
For COc1cccc(NC(=O)C(=O)N/N=C/c2cc(C)n(-c3ccc(Cl)c(Cl)c3)c2C)c1 the results were IL-2 act 2.8, GLP1R cytotox 0.9%, WRN inhibitor -12.8%, D3 antag -93.6*, GLP1R inv ag 0.0%, GLP1R ag -0.2%, PLK1 PBD inh 2.6% and DRD3 agonist -9.0.
Screening CCCCN(CCCC)Cc1cc(=O)oc2cc(C)c(Cl)cc12 returned IL-2 act -0.6, GLP1R cytotox -12.6%, PI5P4K alpha inh 3.6, WRN inhibitor -11.7%, D3 antag -1.4, GLP1R inv ag inconclusive, GLP1R ag 1.1%, PLK1 PBD inh -15.7% and DRD3 agonist -0.7.
`CCc1ccc2c(CC(=O)Nc3nnc(C4CC4)s3)coc2c1` gave IL-2 act 0.4, GLP1R cytotox 2.6%, PI5P4K alpha inh -2.4, WRN inhibitor 11.7%, D3 antag -13.6, GLP1R inv ag inconclusive, GLP1R ag -0.5%, PLK1 PBD inh -11.4% and DRD3 agonist 9.2.
For C=CCn1c(SCc2nc3c(c(=O)[nH]c(=O)n3CCCC)n2CCC)nnc1-c1ccccc1 the results were IL-2 act 0.0, GLP1R cytotox -8.1%, PI5P4K alpha inh -5.5, WRN inhibitor 2.3%, D3 antag 28.4, GLP1R inv ag 12.5%, GLP1R ag -6.3%, PLK1 PBD inh -0.7% and DRD3 agonist 2.6.
Screening O=C(NC1CC1)C1CCN(S(=O)(=O)c2ccc(Cl)cc2)CC1 returned IL-2 act -1.5, GLP1R cytotox -25.8%, PI5P4K alpha inh -2.2, WRN inhibitor 7.2%, D3 antag 4.5, GLP1R inv ag 3.0%, GLP1R ag 0.5%, PLK1 PBD inh -1.3% and DRD3 agonist 18.6.
Cc1nc2cccnc2nc1C was read as IL-2 act -1.9, GLP1R cytotox -12.5%, PI5P4K alpha inh 22.5, WRN inhibitor 7.5%, D3 antag -2.4, GLP1R inv ag 0.1%, GLP1R ag -0.2%, PLK1 PBD inh -1.5% and DRD3 agonist -0.6.
For COC(=O)C1CCCN1C(C(=O)NC1CCCCC1)c1ccc(Cl)cc1 (stereo not drawn) the results were IL-2 act -2.7, GLP1R cytotox -1.7%, PI5P4K alpha inh -6.9, WRN inhibitor 3.0%, D3 antag 0.0, GLP1R inv ag 2.0%, GLP1R ag 2.9%, PLK1 PBD inh -13.8% and DRD3 agonist -7.0.
For COc1ccc(NC(=O)NCCN2C(=O)C3C4C=CC(C4)C3C2=O)cc1 (stereo not drawn) the results were IL-2 act -0.9, GLP1R cytotox -0.9%, PI5P4K alpha inh 3.1, WRN inhibitor 0.2%, D3 antag 19.7, GLP1R inv ag 1.5%, GLP1R ag 20.7%, PLK1 PBD inh -4.8% and DRD3 agonist -5.7.
`O=C(N[C@@H](Cc1c[nH]c2ccccc12)C(=O)NC1CC1)c1ccccc1Cl` gave IL-2 act -0.5, GLP1R cytotox inconclusive, PI5P4K alpha inh 7.8, WRN inhibitor -2.2%, D3 antag 7.0, GLP1R inv ag inconclusive, GLP1R ag 0.1%, PLK1 PBD inh -11.3% and DRD3 agonist -1.5.
